# Assay outcomes: PubChem, National Center for Advancing Translational Sciences (NCATS)
# Lipid storage S3: qHTS Assay for Lipid Storage Modulators in Drosophila S3 Cells; Drosophila S3 cells, BODIPY lipid droplet fluorescence, 18-24 h; cells fed with added oleic acid; lipid storage change, negative = inhibition, % at the top dose, mostly 46.1 µM; hits show Potency in µM; hit rate 0.64% among 320,000; active means well fitted inhibition curve with a large enough effect in the signal ratio, with a control signal flat, not every such curve was filed as active; inconclusive means small, poorly fitted or top-dose-only effect, or effect the other way, or a change in a side signal; the % refers to the signal ratio
#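 Laser-scanning cytometry quantifies lipid droplet accumulation (500–530 nm total intensity; droplet/cell object ratio) in oleic acid-fed (400 uM added) Drosophila S3 cells treated with a concentration series. 20 uM Triacsin C defined 100% inhibition.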
# Lipid storage S3 cell count max: further read-out of Lipid storage S3, marked with its call; cell number change, %; measured here: cell count max response;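 cells counted by Cell Tracker Red CMTPX staining in the red channel; peak over a dose series mostly up to 46.1 µM; percent activity relative to internal control wells on each plate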
# * = called active by the depositor; i = inactive; ? = inconclusive; / = not tested or not shown; & = joins results of further samples. On the % scale 0 is the no-effect control and ±100 the full control effect; potency means the concentration at half of the fitted maximal effect. Only part of the results is shown (hit frequency here may not be typical).
# Every second line gives: Lipid storage S3 | Lipid storage S3 cell count max
- CC12CCC(=O)N1C(C(=O)Nc1nc3ccc(F)cc3s1)CS2 (stereo not given)
  ? | /
- CCOC(=O)c1c(/N=C/N(C)C)sc(C)c1C
  3% | -30
- C=CCOc1ccc(Br)cc1/C=N/O
  ? | /
- COCC(C)NC(=O)C1CC(c2cccc(Br)c2)=NO1 (stereo not given)
  8% | 16
- NS(=O)(=O)c1ccc(CCNC(=O)C2CC(=O)N(Cc3ccccc3Cl)C2)cc1 (stereo not given)
  -2% | 1
- CCOC(=O)N1CCN(C(=O)CSc2ccc(-c3ccccc3)nn2)CC1
  12% | -2
- N#Cc1cn(Cc2ccccc2)c(=O)[nH]c1=O
  -14% | 18
- COc1ccc([N+](=O)[O-])c(OC)c1C(=O)NC(=O)Nc1c(F)cc(F)cc1F
  ? | /
- CC1=CC(C)(C)N(S(=O)(=O)c2ccc(C)cc2)c2ccccc21
  ? | /
- COc1ccc(C(CC(=O)O)NC(C)=O)cc1OC (stereo not given)
  -2% | 3
- c1cc(C2OCCN2CC2COC3(CCCC3)O2)ccn1 (stereo not given)
  i | -23
- COc1ccccc1CCN=C(N)NS(=O)(=O)c1ccc(C)c(C)c1
  -18% | 6
- CCn1c(SCC(=O)NC2CCCC2)nnc1-c1c[nH]c2ccccc12
  28% | 30
- CC(=O)c1cccc(S(=O)(=O)NC2CCCCCC2)c1
  19% | -6
- COC(=O)Cc1[nH]nc2c1C1(C(=O)N(Cc3ccc(Cl)cc3)c3ccccc31)C(C#N)=C(N)O2 (stereo not given)
  ? | /
- CCC1(C)Cc2c(sc3[nH]c(=S)n(Cc4ccccc4)c(=O)c23)CO1 (stereo not given)
  -2% | -21
- CCCCn1c(N)c(N(CC(C)C)C(=O)CSc2nnc(C)n2-c2ccc(OC)cc2)c(=O)[nH]c1=O
  ? | /
- CCOc1ccc(N2C(=O)CC(NCCc3ccncc3)C2=O)cc1 (stereo not given)
  ? | /
- CCN(C(=O)COC(=O)c1ccccc1SCC(=O)NC1CCCCCCC1)C1CCS(=O)(=O)C1 (stereo not given)
  ? | /
- COc1ccc(NC(=O)CSc2nc3sc(C)cc3c(=O)n2C)c(OC)c1
  i | 5
- Cc1ccc(CC(NC(=O)c2ccccc2)C(=O)N2CCCC2C(=O)O)cc1 (stereo not given)
  i | -1
- CC(C)(Oc1ccc(Cl)cc1)C(=O)N1CCN(c2ccccn2)CC1
  -2% | -5
- Cc1cc(C)c(C#N)c(SCc2nnc(-c3ccccc3)o2)n1
  ? | /
- COc1ccccc1-c1c(C)nn2c(N3CCC(C(N)=O)CC3)cc(C)nc12
  ? | /
- CC(C)Nc1nc(NC(C)C)nc(N(C)C(N)=O)n1
  ? | /
- CSc1ccccc1C(=O)NCCOc1cccc(C)c1
  ? | /
- COc1ccc(C2OC(=O)CC2C(=O)NC(C)C)cc1 (stereo not given)
  5% | 10
- COc1ccc(NC(=O)c2ccc(Cl)nc2)cc1S(=O)(=O)N1CCOCC1
  ? | /
- O=C(NCc1ccccc1Cl)c1ccc2nc[nH]c2c1
  16% | 9
- CCN(CC(=O)NCc1ccc(Cl)cc1)C(=O)/C=C/c1cccs1
  ? | /

# Not a retest: 2 of the compounds above.
# Every second line gives: Lipid storage S3 | Lipid storage S3 cell count max
- O=C(NCc1ccccc1Cl)c1ccc2nc[nH]c2c1
  16% | 9
- CCN(CC(=O)NCc1ccc(Cl)cc1)C(=O)/C=C/c1cccs1
  ? | /

# A different layout for some results above.
Molecule | Lipid storage S3 | Lipid storage S3 cell count max
CCCCn1c(N)c(N(CC(C)C)C(=O)CSc2nnc(C)n2-c2ccc(OC)cc2)c(=O)[nH]c1=O | ? | /
CCOc1ccc(N2C(=O)CC(NCCc3ccncc3)C2=O)cc1 (stereo not given) | ? | /
CCN(C(=O)COC(=O)c1ccccc1SCC(=O)NC1CCCCCCC1)C1CCS(=O)(=O)C1 (stereo not given) | ? | /
COc1ccc(NC(=O)CSc2nc3sc(C)cc3c(=O)n2C)c(OC)c1 | i | 5
Cc1ccc(CC(NC(=O)c2ccccc2)C(=O)N2CCCC2C(=O)O)cc1 (stereo not given) | i | -1
CC(C)(Oc1ccc(Cl)cc1)C(=O)N1CCN(c2ccccn2)CC1 | -2% | -5
Cc1cc(C)c(C#N)c(SCc2nnc(-c3ccccc3)o2)n1 | ? | /
COc1ccccc1-c1c(C)nn2c(N3CCC(C(N)=O)CC3)cc(C)nc12 | ? | /
CC(C)Nc1nc(NC(C)C)nc(N(C)C(N)=O)n1 | ? | /
CSc1ccccc1C(=O)NCCOc1cccc(C)c1 | ? | /
COc1ccc(C2OC(=O)CC2C(=O)NC(C)C)cc1 (stereo not given) | 5% | 10
COc1ccc(NC(=O)c2ccc(Cl)nc2)cc1S(=O)(=O)N1CCOCC1 | ? | /
O=C(NCc1ccccc1Cl)c1ccc2nc[nH]c2c1 | 16% | 9
CCN(CC(=O)NCc1ccc(Cl)cc1)C(=O)/C=C/c1cccs1 | ? | /

# Remaining list, next part.
# Every second line gives: Lipid storage S3 | Lipid storage S3 cell count max
- Cc1ccc(N(CC(=O)Nc2ccccc2C(=O)N2CCOCC2)S(C)(=O)=O)cc1
  -1% | 11
- C=CCn1c(CCSCc2ccccc2)n[nH]c1=S
  ? | /
- COc1ccc(C2=NC(c3ccccc3)CO2)cc1 (stereo not given)
  -12% | -8
- CCCc1n[nH]c2c1C(=O)CC(C)(C)C2
  -4% | 5
- O=C(CSc1ccc(-c2ccccn2)nn1)NCc1ccc(F)cc1
  -15% | /
- O=C(C1CC(=O)N(C2CCCCC2)C1)N1CCN(c2cccc(C(F)(F)F)c2)CC1 (stereo not given)
  ? | /
- CCC1Sc2ccc(S(=O)(=O)CCC(=O)Nc3ccccc3Cl)cc2NC1=O (stereo not given)
  i | /
- CCOC(=O)c1[nH]ncc1CN1CCC(Cc2ccccc2)(C(=O)OCC)CC1
  ? | /
- O=C(NC1CC1)c1cc2c(F)cccc2s1
  -18% | 2
- COc1ccc(/C=C2\C(=N)N3N=C(CC(=O)N4CCCCC4)SC3=NC2=O)cc1
  0% | 16
- CC(C)c1nc2c(c(=O)n(C)c(=O)n2C)n1C
  ? | /
- Cc1cccc(N=C2NN=C(c3ccccc3F)CS2)c1C
  ? | /
- CCOc1ccccc1CNC(=O)c1cc2oc3ccccc3c2n1CC
  ? | /
- O=C1CCC([N+](=O)[O-])C(c2ccc(Cl)cc2)N1 (stereo not given)
  i | -18
- CS(=O)(=O)N1CCCC(C(=O)NCCN2CCC(Cc3ccccc3)CC2)C1 (stereo not given)
  9% | 17
- CCOC(=O)c1c(-c2ccc(F)cc2)csc1NC(=O)CN1C(=O)NC2(CCCCC2C)C1=O (stereo not given)
  ? | /
- CCNC(=S)NNc1nncc2ccccc12
  ? | /
- COc1cccc(CN2CCNC(=O)C2CC(=O)NCc2cn3ccc(C)cc3n2)c1OC (stereo not given)
  ? | /
- COc1cc(C(=O)N2CCSCC2)ccc1OC1CCN(C(C)=O)CC1
  ? | /
- CCOc1ccc(NC(=S)N2CCCN(Cc3cccc(Cl)c3)C2)cc1
  ? | /
- COc1ccc2nc(NNC(=O)c3cc(=O)c4ccccc4o3)sc2c1
  5.2µM* | 1.3*
- COc1cc(/C=C2\SC(=S)N(CC(=O)NC3=NCCS3)C2=O)cc(OC)c1OC
  -21% | /
- COc1ccc(-c2cc3ccccc3n2CC(O)CN2CCCCC2)cc1 (stereo not given)
  ? | /
- Cc1ccc(CNC(=O)CSCc2ccc(F)cc2)cc1
  1% | 4
- CCC(=O)NC(=S)Nc1cccc(-c2nc3ncccc3o2)c1
  ? | /
- COc1ccc(NC(=O)N2CCCC(c3nc(-c4ccc(C(C)C)cc4)no3)C2)cc1 (stereo not given)
  18% | -13
- CCN(CC)C(C)C#CCC(c1ccccc1)c1ccccc1 (stereo not given)
  -15% | -11
- C=CCN1C(=O)/C(=C/C=C2/N(CC)c3ccc(S(=O)(=O)N(C)C)cc3N2CC)SC1=S
  ? | /
- CC(=O)N1N=C(c2ccco2)CC1c1cccs1 (stereo not given)
  ? | /
- CCCCC(=O)Nc1nnnn1CCC
  -2% | 21
- CCOC(=O)c1c(NC(=O)c2c(-c3ccccc3)noc2C)sc(C)c1-c1ccccc1
  ? | /
- O=c1[nH]c(C2CC2)nc2sc3c(c12)CCCC3
  -2% | 17
- Cc1cc(C)c(NC(=O)c2ccc3c(c2)C(=O)N(Cc2cccnc2)C3=O)c(C)c1
  i | 1
- CCOC(=O)C(NC(=O)Cc1ccccc1)(Nc1cc(C)on1)C(F)(F)F (stereo not given)
  ? | /
- COc1ccc2c(c1OC)C(=O)N(c1ccc3c(c1)CCC3)C2=O
  5% | 0
- CCc1ccc(OCC(=O)NNC(=S)NC(=O)C2CCCCC2)c(Br)c1
  ? | /
- O=C(c1c(F)cccc1F)N(Cc1ccccn1)C1CCCC1
  ? | /
- CN(C)S(=O)(=O)c1ccc(NC(=O)COC(=O)Cn2[nH]c(=O)c3ccccc3c2=O)cc1
  ? | /
- CN(C1CCCCC1)S(=O)(=O)c1ccc(NC(=O)CCC(=O)O)cc1
  6% | 10
- Cc1nn2c(NCc3ccccn3)c3c(nc2c1-c1ccccc1)CCC3
  ? | /
- CCc1nc2sc(C(=O)O)c(N)c2c2c1CCCC2
  ? | /
- Cc1ccc(-n2c(C)c3c(C)nnc(C)c3c2C)cc1
  17% | 7
- CCCCc1nnc(NC(=O)C2CCCO2)s1 (stereo not given)
  16% | 9
- CC(N)C12CC3CC(CC(C3)C1)C2 (stereo not given)
  -2%&-13% | 28&4
- Cc1cccc(CNc2ncnc3ccc(-c4ccc5c(c4)OCCO5)cc23)c1
  ? | /
- O=C(CSc1n[nH]c(-c2ccccn2)n1)Nc1ccccc1
  ? | /
- O=C1c2ccccc2-c2ncnc3c(N4CCOCC4)cc(N4CCOCC4)c1c23
  0% | 8
- Cc1nnc(Oc2ccccc2F)c2ccccc12
  15% | 7
- CCn1c(SCC(=O)Nc2cc(C)on2)nc2c(c1=O)SC(C)C2 (stereo not given)
  ? | /
- O=C(Nc1ccc2c(c1)OCCO2)c1cccc(S(=O)(=O)N2CCCCC2)c1
  ? | /

# More structures.
# Every second line gives: Lipid storage S3 | Lipid storage S3 cell count max
- CC(=O)OC1COC(n2ccc3ccccc32)C(OC(C)=O)C1OC(C)=O (stereo not given)
  -1% | 2
- Cc1c(C(=O)N2CCCC(C(F)(F)F)C2)oc2ccccc12 (stereo not given)
  -14% | -29
- COc1ccc(C(C(=O)NCC2CCCO2)N(Cc2ccco2)C(=O)c2snc(C(N)=O)c2N)cc1OC (stereo not given)
  ? | /
- COc1cc(OC)cc(C(=O)Nc2ccc(S(=O)(=O)Nc3ccccn3)cc2)c1
  ? | /
- O=C(Nc1ccc(F)cc1)C1CCN(S(=O)(=O)c2ccc3[nH]c(=O)oc3c2)CC1
  ? | /
- COc1cc(/C=N/NC(=O)c2c(C)nc3ccc(Cl)cn23)cc(OC)c1OC
  ? | /
- COc1cccc(-c2nn(-c3ccccc3)cc2CNC(C)Cn2cncn2)c1 (stereo not given)
  ? | /
- O=C(CSc1nnc(-c2ccc(O)cc2)o1)Nc1ccccc1
  i | /
- CCOC(=O)C1CCN(c2ccc([N+](=O)[O-])cc2S(=O)(=O)N2CCOCC2)CC1
  ? | /
- Cc1cccc(-c2nc3ccccc3c(=O)n2NC(=O)c2cccnc2Cl)c1
  -5% | 7
- Cc1ccc(NC(=O)/C(=C/c2ccco2)c2ccccc2)c(C)c1
  ? | /
- CSc1ccc(S(=O)(=O)N2CCC(C(=O)NCC3CCCO3)CC2)cc1 (stereo not given)
  ? | /
- COc1ccccc1OCC(=O)Nc1ccc2c(c1)OCO2
  i | 6
- Cc1cc(NC(=O)NC2CC(=O)N(c3ccc4c(c3)OCCO4)C2)no1 (stereo not given)
  ? | /
- Cc1ccc(C)c(NC(=O)c2cc(S(=O)(=O)N3CCOCC3)cn2C)c1
  7% | -4
- CS(=O)(=O)c1ccc2nc(NC(=O)c3ccc(N4C(=O)CCC4=O)cc3)sc2c1
  -6% | 0
- CCOC(=O)C1=C(N)Oc2ccc3ccccc3c2C1c1ccc(O)cc1 (stereo not given)
  ? | /
- CN1/C(=C\C(=O)c2cccnc2Cl)C(C)(C)c2ccccc21
  ? | /
- Oc1ccc(CNc2cccc(C(F)(F)F)c2)c2cccnc12
  -2% | -2
- COc1ccc2[nH]c3c(=S)nc[nH]c3c2c1
  15% | -8
- CCn1c(SCC(=O)N2CC(=O)Nc3ccccc32)nnc1-c1ccoc1C
  ? | /
- CC(C)n1c(SCC(=O)Nc2nc3c(s2)CCCC3)nc2c1c(=O)n(C)c(=O)n2C
  2% | -22
- CCN(CC)c1ccc(S(=O)(=O)N2CCOCC2)cc1NC(=O)C1CC1
  0% | -14
- CN1C(=O)N(CC(=O)N2CCN(c3ccccc3F)CC2)C(=O)C12CCCCC2
  ? | /
- Cc1nc(-c2cc(-c3ccc(Cl)cc3)no2)cs1
  ? | /
- Cc1c(NC(=O)c2ccccc2)c(=O)n(-c2ccccc2)n1C
  3% | 3
- S=c1[nH]nc(Cc2cccs2)n1-c1cccc2ccccc12
  -2% | -1
- CN(C)C(=O)N1CCC(C(=O)NCc2cccs2)CC1
  2% | 2
- O=S(=O)(NCc1ccc(C(F)(F)F)cc1)c1ccc(-n2cnnn2)cc1
  ? | /
- CC(C)(C)C(=O)NC(NC(=S)Nc1ccc(S(N)(=O)=O)cc1)C(Cl)(Cl)Cl (stereo not given)
  8% | 15
- Cc1cc(C)nc(SCc2ccc(C(=O)N/N=C3\CCCC(=O)C3)cc2)n1
  ? | /
- Nc1nc2nccc(-c3cccnc3)n2n1
  -5% | -7
- COc1cccc(N(C(=O)c2sc(C)nc2C)C(C(=O)NCC2CCCO2)c2ccccc2)c1 (stereo not given)
  ? | /
- C=CCN1C(=O)c2ccccc2Sc2ccc(C(=O)N3CCN(C)CC3)cc21
  ? | /
